# Source: PubChem
# KB-V1 cytotox: KB-V1 MDR subline cytotoxicity; KB-V1 MDR cells viability, CellTiter-Glo, 72 h; Potency, µM (highest dose often 46.1 µM), without a hit: at the top dose activity change, negative = cytotoxicity, actives largely listed as cytotoxic; 400,000 tested, 3.4% active; AID 1347076; also: potency is read from the fitted curve at half-maximal effect; % is scaled to controls: 0 for no effect and ±100 for the full control effect; nearly all actives have a fitted effect of over 60% in size
#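 Potencies derive from concentration-effect curves fitted to normalized luminescence (CellTiter-Glo) of KB-V1 cells treated for 72 h at 37 degrees C in phenol-red-free DMEM containing 10% FBS.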
# ATXN2 expr inh: inhibitors of ATXN2 expression. HEK-293 ATXN2-luciferase reporter, luminescence, 24 h. Potency, µM (top dose mostly 57 µM), without a hit: at the highest dose activity change, negative = inhibition, hits mostly inhibitors. 360,000 tested, 0.72% active. AID 1745845; also: potency is read from the fitted curve at half-maximal effect; % is scaled to controls: 0 for no effect and ±100 for the full control effect; nearly all actives have a fitted effect of over 55% in size
#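 qHTS (up to 57 uM final) was run with 24 h compound exposure of reporter cells at 37 °C. Each well was multiplexed: SteadyGlo luminescence measured ATXN2-luciferase expression after a fluorogenic Gly-Phe-AFC viability readout (25 uM final).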
# IL1B secr inh: blocks inflammasome-driven IL-1 beta release. THP-1 LPS/ATP IL-1B secretion, AlphaLISA, 16 h; active compounds read low. activity change, % at 57.5 µM. 360,000 tested, 4.7% active. AID 743279; in the data active = activity change below about -50%; inconclusive = mostly about -30% to -49%; also: % is scaled to controls: 0 for no effect and ±100 for the full control effect
#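 Secreted IL-1B measured by AlphaLISA bead assay after 16 h compound exposure of THP-1 cells; compounds (final up to 57.5 uM) added 1 h before LPS (250 ng/mL) and ATP (1.25 mM) stimulation; lower signal means less secretion.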
# MCF10A rereplic: induces DNA re-replication in MCF 10a normal breast cells. 350,000 tested, 2.9% active. AID 624296. Potency, µM (titrated, usually from 46.1 µM), inactives show top-dose activity, positive = re-replication, hits mostly activators. MCF 10A DNA re-replication, Hoechst nuclear intensity, 48 h; also: potency is read from the fitted curve at half-maximal effect; % of control where 0% means no effect; nearly all actives have a fitted effect of over 50% in size
# SW480 rerep: induces DNA re-replication in SW480 colon adenocarcinoma cells. Potency, µM (series often up to 46.1 µM), for inactives: top-dose re-replication activation, usual class: activators. SW480 DNA re-replication, Hoechst DNA content imaging, 48 h. 340,000 tested, 1.8% active; also: potency is read from the fitted curve at half-maximal effect; % of control where 0% means no effect; nearly all actives have a fitted effect of over 55% in size
#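 SW480 cells exposed to compounds for 48 hr at 37 C, 5% CO2, then Hoechst-stained 40 min. Nuclear DNA content imaged by fluorescence scanning (405 nm excitation, 500-530 nm emission); re-replication scored as increased high-intensity nuclei.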
# KB-3-1 cytotox: kills parental KB-3-1 adenocarcinoma cells | KB-3-1 viability, CellTiter-Glo ATP luminescence, 72 h | Potency, µM (series often up to 46.1 µM), without a hit: at the highest dose activity change, negative = cytotoxic, most hits filed as cytotoxic | 400,000 tested, 1.4% active; also: potency is read from the fitted curve at half-maximal effect; % is scaled to controls: 0 for no effect and ±100 for the full control effect; nearly all actives have a fitted effect of over 60% in size
#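 Screening of KB-3-1 cells (DMEM, 10% FBS, phenol-red free) ran from lowest to highest compound concentration; after 72 h at 37 °C viability was read luminescently and curves fitted.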
# WRN helicase inh: inhibitors of human WRN helicase; Q14191; WRN helicase unwinding, fluorescent forked duplex, kinetic; Potency, µM (top dose mostly 114 µM), for inactives: at the highest dose activity change, negative = inhibition, hits mostly inhibitors; 360,000 tested, 0.46% active; also: potency is read from the fitted curve at half-maximal effect; % is scaled to controls: 0 for no effect and ±100 for the full control effect; nearly all actives have a fitted effect of over 55% in size
# Target sequence (Q14191 whole entry, looked up): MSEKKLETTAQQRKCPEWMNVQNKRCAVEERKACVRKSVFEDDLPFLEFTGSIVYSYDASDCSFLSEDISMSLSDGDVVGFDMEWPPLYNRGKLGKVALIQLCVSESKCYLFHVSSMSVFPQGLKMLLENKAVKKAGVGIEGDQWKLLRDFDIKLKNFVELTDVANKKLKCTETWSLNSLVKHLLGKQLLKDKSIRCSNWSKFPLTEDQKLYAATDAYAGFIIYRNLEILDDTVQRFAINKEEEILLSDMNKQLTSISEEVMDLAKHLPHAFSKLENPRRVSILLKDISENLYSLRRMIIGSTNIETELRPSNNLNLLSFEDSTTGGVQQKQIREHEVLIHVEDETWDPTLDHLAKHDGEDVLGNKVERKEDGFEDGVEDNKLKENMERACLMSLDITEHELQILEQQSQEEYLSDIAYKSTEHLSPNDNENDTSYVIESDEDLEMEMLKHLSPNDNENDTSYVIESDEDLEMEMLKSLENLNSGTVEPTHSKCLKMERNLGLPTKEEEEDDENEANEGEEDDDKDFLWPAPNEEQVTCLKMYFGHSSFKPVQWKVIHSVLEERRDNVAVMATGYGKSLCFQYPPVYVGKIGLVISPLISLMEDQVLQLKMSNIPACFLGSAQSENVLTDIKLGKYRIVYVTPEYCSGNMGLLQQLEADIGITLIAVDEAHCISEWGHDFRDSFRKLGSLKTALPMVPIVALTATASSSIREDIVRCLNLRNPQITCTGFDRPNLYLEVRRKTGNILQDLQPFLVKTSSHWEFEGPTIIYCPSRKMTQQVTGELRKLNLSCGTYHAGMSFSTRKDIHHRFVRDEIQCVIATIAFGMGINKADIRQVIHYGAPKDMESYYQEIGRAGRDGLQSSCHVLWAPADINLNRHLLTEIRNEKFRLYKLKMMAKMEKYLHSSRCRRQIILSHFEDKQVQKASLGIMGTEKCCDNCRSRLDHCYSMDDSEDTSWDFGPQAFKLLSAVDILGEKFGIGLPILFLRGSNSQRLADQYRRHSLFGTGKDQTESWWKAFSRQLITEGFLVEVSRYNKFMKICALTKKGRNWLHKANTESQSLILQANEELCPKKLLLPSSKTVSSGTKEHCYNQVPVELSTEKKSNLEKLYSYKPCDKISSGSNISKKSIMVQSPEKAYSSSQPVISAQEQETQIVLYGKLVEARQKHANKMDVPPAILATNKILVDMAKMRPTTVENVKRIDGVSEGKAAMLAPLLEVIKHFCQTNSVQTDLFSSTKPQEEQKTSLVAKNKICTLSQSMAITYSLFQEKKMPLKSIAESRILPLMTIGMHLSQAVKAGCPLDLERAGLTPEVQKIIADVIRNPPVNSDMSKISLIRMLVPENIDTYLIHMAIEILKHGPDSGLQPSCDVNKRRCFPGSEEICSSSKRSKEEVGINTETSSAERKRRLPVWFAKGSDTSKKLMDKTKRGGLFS
#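 Enzyme (20 nM final) and test compound sit together 15 min at room temperature before substrate addition. Substrate is a single-forked duplex oligonucleotide (100 nM) labelled with fluorophore and quencher, with 2 mM ATP; helicase unwinding raises red fluorescence, read kinetically.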
# HT1080-NT tox: kills 2HG-producing HT-1080-NT fibrosarcoma cells; HT-1080-NT fibrosarcoma viability, CellTiter-Glo ATP luminescence, 48 h; 360,000 tested, 1.6% active; Potency, µM (highest dose often 46.1 µM), inactives show at the top dose activity, negative = less viability, actives largely listed as cytotoxic;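 also: NT is the 2HG producing partner of a matched IDH1 knockdown line; potency is read from the fitted curve at half-maximal effect; 0% = DMSO-treated cells and -100% = media-only wells without cells; nearly all actives have a fitted effect of over 55% in size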
#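 750 cells/well, RPMI + 5% FBS; 2 h settle, compound pin-transfer, 48 h at 37 degrees C. CellTiter-Glo 10 min RT, luminescence. Normalized to DMSO and media-only wells.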
# HT1080 IDH1KD tx: HT-1080 IDH1 knockdown cell toxicity (counter line); HT-1080 IDH1 knockdown viability, ATP luminescence, 48 h; Potency, µM (titrated, usually from 46.1 µM), for inactives: at the top dose activity, negative = toxicity, usual class: cytotoxic; 360,000 tested, 2% active; AID 686971;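 also: potency is read from the fitted curve at half-maximal effect; 0% = DMSO wells and -100% = cell-free medium wells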
#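 % activity derives from luminescence (CellTiter-Glo), normalised to DMSO and no-cell wells. HT-1080-IDH1KD cells, 750/well, had 48 h compound exposure at 37 °C.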
# Active calls of the source: *; ? = inconclusive; / = no result given; [ ] = remark or other dose. Unless noted, calls follow the shape of the dose curve; as a rule, active = well fitted curve in the direction sought with a large enough effect; inconclusive = small, poorly fitted or top-dose-only effect, or another doubt; inactive = no such curve, though single readings can be large; an effect the other way counts as inactive or inconclusive.
SMILES,KB-V1 cytotox,ATXN2 expr inh,IL1B secr inh,MCF10A rereplic,SW480 rerep,KB-3-1 cytotox,WRN helicase inh,HT1080-NT tox,HT1080 IDH1KD tx
CC(C)C(OC(=O)CCC(=O)Nc1nccs1)C(=O)NC1CCCCC1 (configuration not stated),29%,-11%[11.3 µM],44,15%,-6%,-4%,-36%,14%,11%
CCC(Sc1nc2cc3c(cc2c(=O)n1Cc1ccco1)OCO3)C(=O)NCCOC (configuration not stated),?,/,4,0%,-15%,-6%,2%,-7%,-2%
CCOC(=O)c1c(NC(=O)C2C3C=CC(C3)C2C(=O)O)sc2c1CCCC2 (configuration not stated),-17%,-17%,30,0%,14%,0%,9%,-17%,-19%
O=C(c1ccc2c(c1)OCO2)N1CCN(c2ncccn2)CC1,-9%,-6%,0,5%,-4%,-3%,-14%,-3%,-2%
COc1ccc(CSCCNC(=S)Nc2ccccc2)cc1Cl,-18%,/,?,2%,-10%,-2%,-12%,-4%,-11%
Cc1csc2ncc(C(=O)Nc3ccccc3Cl)c(=O)n12,?,55%[activator],39,0%,-3%,4%,-1%,3%,1%
COCc1cc(=O)n2[nH]c(N)nc2n1,0%,-6%,-21,3%,2%,28%,-1%,4%,3%
CCn1c(SCC(=O)N/N=C/c2ccccc2OCC(=O)O)nnc1-c1ccccc1,3%,14%,-5,-6%,-8%,8%,-2%,-1%,13%
O=C(COC(=O)c1ccc2c(c1)OCCO2)NCc1ccc(Cl)cc1,?,/,37,/,/,1%,-2%,-24%,?
O=C(Cc1n[nH]c(=O)c2ccccc12)NCc1ccccn1,24%,0%,15,-4%,7%,7%,-1%,6%,1%
Cc1cc(C)n(-c2nc(C(F)(F)F)nc3ccccc23)n1,18%,-1%,22,9%,1%,-3%,-6%,-2%,-13%
O=C(O)c1cccc(NC(=S)N/N=C/c2c[nH]c3ccccc23)c1,0%,6%,37,-14%,-16%,1%,-22%,-6%,-5%
CCCCOC(=O)Nc1sc2c(c1C(=O)OC)CCC2,11%,-11%,0,3%,-1%,7%,-18%,8%,5%
COc1cc(/C=C2/C(=O)NN(c3ccc(F)cc3)C2=O)cc(Cl)c1O,0%,-38%,37,?,-6%,9%,-10%,?,-22%
CCCCNC(=O)N(c1c(N)n(Cc2ccccc2)c(=O)[nH]c1=O)C1CCCC1,0%,-1%,17,-13%,4%,14%,5%,1%,7%
CCOC(=O)C1CCN(C(=O)c2cn(C)c(=O)c3cc(OC)c(OC)cc23)CC1,13%,-25%,-3,1%,-1%,8%,3%,2%,-2%
CCCCOc1ccc(C(=O)Nc2ccc(OCC(=O)N3CCOCC3)cc2)cc1,/,17%,-5,0%,3%,/,-14%,-11%,4%
Cc1cc(O)c(S(=O)(=O)c2ccccc2)c(C)c1NS(=O)(=O)c1ccccc1,?,-20%,52,4%,1%,1%,-26%,0%,-12%
O=C(CN1C(=O)c2ccccc2C1=O)Nc1ccccc1C(=O)NC1CCCCC1,0%,-2%,16,1%,-4%,7%,-7%,-1%,-4%
CC1(C(=O)NCc2cccs2)CCN1C(=O)Cc1ccc(Cl)cc1Cl (configuration not stated),3%,-10%,5,/,/,0%,0%,-8%,-8%
COC(=O)C1=C/CCCN(C(c2ccccc2)c2ccccc2)/C=C\1C(=O)OC,-30%,/,10,/,/,0%,-6%,-5%,-8%
O=C(CC(NC(=O)c1ccccc1)c1ccccc1)Nc1ccc(F)c(F)c1 (configuration not stated),-14%,4%,-3,21%,?,-9%,1%,?,-21%
COc1cccc2c(=O)n(CC(=O)N3CCc4ccccc43)ccc12,0%,-16%,5,4%,-17%,0%,2%,0%,18%
CC(=O)c1ccc(NC(=O)C(C)NCc2ccccc2Cl)cc1 (configuration not stated),-17%,1%,-12,?,-3%[1.84 µM],-43%,-2%[57.1 µM],20%,?
Cc1nn(C(C)(C)C)c(OC(=O)c2cccs2)c1Sc1ccccc1,-9%,-11%,9,?,7%,-8%,-14%,-2%,2%
O=C(CSc1ccc(Cl)cc1)Nc1cccc(-c2nc3ccccc3[nH]2)c1,-15%,0%,-9,18µM*,-193%[inhibitor],-24%,-19%,-26%,?
CCC1CCCCN1CCNC(=O)C1CCN(S(=O)(=O)c2cccc3nsnc23)CC1 (configuration not stated),8%,/,-10,22%,?,5%,2%,7%,9%
COc1ccccc1N(CC(=O)N/N=C(\C)c1ccccc1O)S(=O)(=O)c1ccc(C)cc1,-7%,?,47,16%,4.1µM*,?,-4%,?,?
O=C1c2ccccc2C(c2nnnn2-c2ccc3c(c2)OCCO3)N1Cc1cccs1 (configuration not stated),?,-6%,0,/,/,2%,-3%,10%,7%
Cc1cccc(C)c1NC(=S)NN(Cc1ccccc1)c1ccccc1,0%,2%,-26,?,19%,-15%,-10%,-2%,-2%
COc1ccccc1CNC(=O)c1cc(-c2ccccc2C)n(CC2CC(c3cccc([N+](=O)[O-])c3)=NO2)n1 (configuration not stated),-14%,-9%,-1,4%,2%,-17%,-5%,-23%,0%
CC(C)C(c1nnnn1Cc1ccco1)N1CCN(c2cccc(Cl)c2)CC1 (configuration not stated),-8%,-24%,-23,?,-21%,-14%,-4%,0%,-27%
COC(=O)[C@]12CCCCC=C1N(Cc1ccccc1)C(=O)[C@H](CC(=O)NCc1ccc(OC)c(OC)c1)C2,?,-4%,-20,/,/,2%,-2%,13%,-5%
COc1ccc(Nc2nc(N)nc(CSc3n[nH]c(-c4ccccc4)n3)n2)cc1,?,8%,37,12%,19%,1%,-7%,-11%,-21%
CS(=O)(=O)c1ccc(C(=O)Nc2ccc(N3CCOCC3)cc2)c(Cl)c1,-12%,-6%,-22,0%,?,-5%,-1%,12%,10%
O=C(/C=C/c1ccc(F)cc1)NCC1(c2ccccc2)CCOCC1,-11%,-19%,-5,-2%,5%,20%,5%,0%,10%
Cc1ccc(C(=O)c2ccccc2C(=O)OCC(=O)N2CCCC2)cc1,-10%,32%,-8,-9%,5%,3%,2%,-1%,-14%
COC(=O)c1[nH]c2cc(OC)ccc2c1NC(=O)CCN1CCCC(C)(C)C1,-6%,-7%,?,-3%,13%,-14%,2%,-4%[9.24 µM],-1%
COc1cc(/C=C/C(=O)OCC(=O)NCCC2=CCCCC2)cc(OC)c1OC,10%,0%,14,16%,-7%,?,-5%,8%,7%
CCOc1ccccc1C(=O)Nc1nccs1,3%,-5%,-19,-1%,2%,3%,-26%,-8%,-6%
COc1cnc(-c2ccccc2)nc1Oc1ccccc1C,-3%,-4%,12,-4%,3%,9%,-9%,0%,-4%
CCC(=O)Nc1nc2ccccc2n1Cc1ccc(C)cc1,-16%,?,16,18%,0%[9.22 µM],?,6%,?,-20%
COc1ccc2c(c1)c(C(=O)O)c(C)n2CCc1ccc(OC)c(OC)c1,?,0%,20,12%,-1%,-13%,6%,4%,-10%
CC(NC(=O)COC(=O)c1ccc([N+](=O)[O-])s1)c1ccccc1 (configuration not stated),-3%,-7%,0,12%,10%,-18%,-7%,-4%,-5%
CS(=O)(=O)c1ccc(C(=O)Nc2nc(-c3ccco3)c(-c3ccco3)s2)cc1,?,4%,?,?,8%,5%,45µM*,-6%,-3%

# Part of the list above, showing only SW480 rerep:
Compound | SW480 rerep
O=C(/C=C/c1ccc(F)cc1)NCC1(c2ccccc2)CCOCC1 | 5%
Cc1ccc(C(=O)c2ccccc2C(=O)OCC(=O)N2CCCC2)cc1 | 5%

# (more compounds)
SMILES,KB-V1 cytotox,ATXN2 expr inh,IL1B secr inh,MCF10A rereplic,SW480 rerep,KB-3-1 cytotox,WRN helicase inh,HT1080-NT tox,HT1080 IDH1KD tx
CCCn1c(SC(C)C(=O)NCC2CCCO2)nc2cc(Cl)ccc2c1=O (configuration not stated),?,-10%,-22,4%,?,22%,-10%,-3%,2%
Cc1ccc(CCNC(=O)C2CCN(S(=O)(=O)c3ccc4c(c3)oc(=O)n4C)CC2)cc1,?,-5%,31,-2%,?,0%,-1%,2%,1%
COc1ccc(/C=N/NC(=O)CCc2n[nH]c(=O)[nH]c2=O)cc1O,-2%,7%,0,-5%,/,0%,-20%,14%,20%
O=C(NC(=S)N1CCN(CCO)CC1)C12CC3CC(CC(C3)C1)C2,0%,1%,-1,-9%,3%,0%,-6%,7%,1%
CCCCc1nc2cc(C(=O)N3CCCCC3CC(=O)OCC)ccc2o1 (configuration not stated),-1%,34%,0,0%,-3%,19%,-20%,10%,13%
NC(=O)c1ccc(Oc2ccc(Cl)cc2)c([N+](=O)[O-])c1,0%,0%,35,22%,-5%,3%,-7%,16%,2%
CC1(C(=O)NS(=O)(=O)c2ccccc2C(F)(F)F)CCN1C(=O)CCC1CCCC1 (configuration not stated),2%,3%,12,/,/,3%,-4%[57.1 µM],-1%,8%
Cc1ccccc1NC(=O)CCNS(=O)(=O)c1ccc2[nH]c(=O)oc2c1,12%,/,4,1%,-6%,2%,-7%,2%,1%
Cc1cc(NC(=O)/C=C/c2ccc(Cl)cc2)no1,-23%,4%,-6,9%,6.5µM*,-18%,-1%,-2%,-3%
CCCNC(=O)c1ccccc1C(=O)NCCC,6%,-31%,11,0%,-7%,-3%,-8%,0%,0%
CCCc1cc(C(=O)Nc2cc(C)ccc2O)no1,-16%,46%[activator],-26,6%,1%,0%,-23%,-2%,-15%
NS(=O)(=O)c1ccc(CCNC(=O)c2ccc(Br)s2)cc1,-2%,-10%,0,8%,-7%,8%,-3%,-6%,-3%
C=CCc1cccc2cc(C(=O)Nc3ccc(S(=O)(=O)Nc4nnc(CC)s4)cc3)c(=O)oc12,-8%,3%,9,?,-1%,19%,-32%,-6%,-1%
